# GALK inh = qHTS Assay for Inhibitors of Human Galactokinase (GALK); Purified GALK, Kinase-Glo residual ATP luminescence; Potency, µM (series often up to 57.5 µM), without a hit: at the highest dose activity change, negative = inhibition, hits mostly inhibitors; 270,000 compounds, 0.007% hits; further: potency means the concentration at half of the fitted maximal effect
#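 The enzyme phosphorylates galactose (100 uM) using ATP (35 uM); inhibition is detected as higher residual ATP, quantified by bioluminescence after 1 h reaction at room temperature, pH 8.0.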
# Chronic BCR inh = qHTS Assay to Find Inhibitors of Chronic Active B-Cell Receptor Signaling; ABC-DLBCL IkBa-CBG/CBR reporter, luminescence ratio, 4 h; Potency, µM (highest dose often 46.1 µM), for inactives: at the highest dose ratio change, negative = lower green/red ratio, most hits filed as inhibitors; 340,000 compounds, 0.05% hits; AID 493014, 2011; active means well fitted inhibition curve with a large enough effect in the signal ratio, with a control signal flat, not every such curve was filed as active; inconclusive means small, poorly fitted or top-dose-only effect, or effect the other way, or a change in a side signal; the % refers to the signal ratio;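 further: potency means the concentration at half of the fitted maximal effect; plate controls were basal doxycycline-induced cells for no effect and cells given 10 µM MG132 for full effect; MG132 reads +100%, hits lower the ratio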
#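 TMD8 ABC-DLBCL cells carrying doxycycline-inducible green luciferase fused to IkappaBalpha plus unfused red luciferase were exposed to compounds (up to 46 uM) for 4 hrs at 37C. Activity came from the overlap-corrected green/red luminescence ratio.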
# B2AR arrestin = qHTS assay of beta-arrestin-biased ligands of beta2-adrenergic receptor; beta-arrestin recruitment to beta2AR, cell-based reporter; Potency, µM (doses to about 46.1 µM), without a hit: at the top dose activation, actives largely listed as activators; Beta-2 adrenergic receptor (Homo sapiens), P07550; 330,000 compounds, 0.02% hits; AID 492947, 2010;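 further: potency means the concentration at half of the fitted maximal effect; 0% = DMSO controls and full agonism = EC100 isoproterenol or metaproterenol; nearly all actives have a fitted effect of over 65% in size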
# Target sequence (P07550 whole entry, looked up): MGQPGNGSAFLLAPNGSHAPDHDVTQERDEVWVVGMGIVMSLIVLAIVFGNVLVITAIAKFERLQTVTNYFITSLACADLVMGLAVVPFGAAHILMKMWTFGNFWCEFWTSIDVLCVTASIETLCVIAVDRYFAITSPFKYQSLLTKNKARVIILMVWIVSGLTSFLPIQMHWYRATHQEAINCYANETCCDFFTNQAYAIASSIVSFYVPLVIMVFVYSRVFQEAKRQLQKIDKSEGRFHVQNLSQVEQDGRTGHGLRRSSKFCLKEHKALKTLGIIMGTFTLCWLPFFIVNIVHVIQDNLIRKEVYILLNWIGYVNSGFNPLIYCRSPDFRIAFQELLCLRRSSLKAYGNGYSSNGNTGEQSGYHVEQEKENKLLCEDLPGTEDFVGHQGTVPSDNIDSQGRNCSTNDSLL
# USP2a block = qHTS Assay for Inhibitors of Ubiquitin-specific Protease USP2a Using CHOP2 as the Reporter; AID 463254, 2010; Potency, µM (top dose mostly 38.3 µM), for the others: at the top dose activity change, negative = inhibition, usual class: inhibitors; USP2 core, Ub-CHOP2 coupled fluorogenic reporter, 485/531; 330,000 compounds, 0.01% hits;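 further: potency means the concentration at half of the fitted maximal effect; plate controls were DMSO wells for no effect and full inhibition by NEM control for full effect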
# Target sequence (O75604 whole entry, looked up): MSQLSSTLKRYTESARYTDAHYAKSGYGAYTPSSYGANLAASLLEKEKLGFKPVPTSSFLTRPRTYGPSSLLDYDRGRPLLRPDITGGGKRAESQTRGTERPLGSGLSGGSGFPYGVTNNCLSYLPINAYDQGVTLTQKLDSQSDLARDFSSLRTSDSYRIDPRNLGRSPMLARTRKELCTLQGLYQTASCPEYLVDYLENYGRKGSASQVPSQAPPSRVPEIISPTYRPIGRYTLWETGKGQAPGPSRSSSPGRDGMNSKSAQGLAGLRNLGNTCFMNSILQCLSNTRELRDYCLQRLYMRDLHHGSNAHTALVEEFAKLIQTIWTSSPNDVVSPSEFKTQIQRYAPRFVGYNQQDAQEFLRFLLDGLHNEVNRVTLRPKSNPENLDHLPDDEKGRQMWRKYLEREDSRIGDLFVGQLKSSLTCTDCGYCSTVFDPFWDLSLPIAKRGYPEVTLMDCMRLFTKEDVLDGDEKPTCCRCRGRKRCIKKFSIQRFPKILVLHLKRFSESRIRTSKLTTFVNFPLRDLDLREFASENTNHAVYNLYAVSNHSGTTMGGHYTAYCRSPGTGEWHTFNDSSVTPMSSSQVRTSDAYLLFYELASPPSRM
#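 USP2 core (10nM final) preincubated 30min RT with compound in 20mM Tris-HCl pH 8.0, 2mM CaCl2, 2mM beta-mercaptoethanol, 0.05% CHAPS; 25nM Ub-CHOP2 plus 25nM reporter substrate added, fluorescence (Ex485/Em531) read after 60min.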
# Eya2 inh = qHTS Assay for Inhibitors of the Phosphatase Activity of Eya2; Potency, µM (doses to about 76.9 µM), inactives show at the top dose activity, negative = inhibition, actives largely listed as inhibitors; recombinant Eya2, OMFP fluorescence dephosphorylation (OMFP is methylfluorescein phosphate); Protein phosphatase EYA2 (Homo sapiens), O00167; 330,000 compounds, 0.006% hits; further: potency means the concentration at half of the fitted maximal effect
#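 Eya2 (0.2 uM) preincubated 10 min at ambient with compound, then OMFP substrate added at 50 uM; 10 min reaction in 50 mM HEPES pH 7.5, 50 mM NaCl, 5 uM MgCl2, 0.05% BSA, 1 mM DTT. Fluorescence read at Ex 485/Em 525 nm.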
# KCNH2 WT inh = qHTS for Inhibitors of KCHN2 3.1: Wildtype qHTS; activity change, % at 1.84 µM; U2OS, BacMam KCNH2, thallium flux FluxOr; active compounds read low; AID 720551, 2013; 340,000 compounds, 0.37% hits; Voltage-gated inwardly rectifying potassium channel KCNH2 (Homo sapiens), Q12809;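 active means maximum activity change below -70%; inconclusive means maximum activity change between -70% and -50%; inactive means maximum activity change above -50%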
#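 U2OS cells transduced with wild-type KCNH2 virus are loaded with FluxOr dye for 45 min, and thallium flux is measured in kinetic reads before and after stimulation buffer. Rate constants are normalized to DMSO controls.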
# uPA surface inh = qHTS for Inhibitors of Cell Surface uPA Generation; cell surface uPA generation assay, qHTS; Potency, µM (top dose mostly 38.3 µM), without a hit: at the highest dose activity change, negative = inhibition, hits mostly inhibitors; 330,000 compounds, 0.31% hits; active means well fitted inhibition curve with a large enough effect; inconclusive means small, poorly fitted or top-dose-only effect; inactive means no such curve, though single readings can be large or run the other way; tested in mouse RAW 264.7 cells; further: potency means the concentration at half of the fitted maximal effect; nearly all actives have a fitted effect of over 55% in size
# FBPA coupling cs = qHTS Assay for Inhibitors of Fructose-1,6-bisphosphate Aldolase from Giardia Lamblia: Coupling assay counterscreen | coupling enzyme system counterscreen, AmpLite Red fluorescence | activity change, negative = inhibition, % at 58.2 µM, hits read low | 290,000 compounds, 0.67% hits; in the data active means activity change below about -30%
#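 Compounds tested against the coupling enzymes alone at 57.5 uM final; readout was AmpLite Red fluorescence (525/598 nm) after 20 min at RT.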
# PKM2 act = qHTS Assay for Activators of Human Muscle isoform 2 Pyruvate Kinase. purified PKM2, Kinase-Glo ATP luminescence, activation; response scale: 0% is enzyme alone, no compound. Potency, µM (titrated, usually from 57.5 µM), for the others: at the highest dose activation, most hits filed as activators. Pyruvate kinase PKM (Homo sapiens), P14618. 260,000 compounds, 0.34% hits. AID 1631, 2009; further: potency means the concentration at half of the fitted maximal effect; nearly all actives have a fitted effect of over 55% in size
#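 ATP formation by purified human PK-M2, quantified via coupled luciferase luminescence after 1 h at room temperature with 0.1 mM ADP and 0.5 mM PEP final.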
# Giardia kill = Small Molecules that selectively kill Giardia lamblia: qHTS | Giardia lamblia trophozoite viability | 340,000 compounds, 0.15% hits | AID 540267, 2011 | activity change, % at 7.66 µM, hits read low; in the data active means activity change below about -80%; inconclusive means between about -30% and that limit;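 further: parasites exposed to compound for two days anaerobically before the ATP read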
#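 Giardia trophozoites, 100 cells per well, were exposed to compounds for 48 hrs at 37 deg C under anaerobic conditions; viability was then read as ATP content by bioluminescence after 15-30 min at room temperature.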
# KCNH2 3.1 block = qHTS for Inhibitors of KCHN2 3.1: Mutant qHTS | U2OS KCNH2 3.1, thallium flux FluxOr; active compounds read low | activity change, % (tested at about 1.8 µM) | 340,000 compounds, 0.95% hits | AID 720553, 2013;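 active means maximum activity change below -70%; inconclusive means maximum activity change from -70% to -50%; inactive means maximum activity change above -50%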;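 further: thallium influx rate constant from kinetic fluorescence after stimulation buffer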
#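 U2OS cells transduced with KCNH2 3.1 mutant virus (1.77 x 10^8 /mL, 4 h), plated overnight at 37 C, loaded 45 min with FluxOr dye plus Red40 quencher. Thallium flux rate constant from kinetic reads after stimulation buffer, normalised to controls.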
# * = called active by the depositor; ? = inconclusive; . = no result given; & = joins results of further samples; [ ] = remark or other dose. Unless noted, the call rests on the fitted dose curve; in most records, active means well fitted curve in the direction sought with a large enough effect; inconclusive means small, poorly fitted or top-dose-only effect, or another doubt; inactive means no such curve, though single readings can be large; an effect the other way counts as inactive or inconclusive. Unless noted, on the % scale 0 is the no-effect control and ±100 the full control effect. Hits appear at their usual frequency (roughly 2.4% active in at least one column).
SMILES	KCNH2 WT inh	FBPA coupling cs	B2AR arrestin	GALK inh	USP2a block	KCNH2 3.1 block	uPA surface inh	PKM2 act	Chronic BCR inh	Giardia kill	Eya2 inh
CC(=O)c1cccc(NC(=O)N2CCOCC2)c1	1	-9	0.3%	-9%	-2%	7	3%	-2%	-2%	18	-5%
O=C(COC(=O)/C=C/c1cccc(F)c1)NC1CCCC1	-10	.	0.0%	.	1%	-4	-2%	.	9%	7	-2%
CC(C)(C)NS(=O)(=O)c1ccc2c(c1)oc(=O)c1cc(S(=O)(=O)NC(C)(C)C)ccc12	5	0	0.3%	0%	1%	6	.	-15%	-1%	42[activator]	-9%
COc1ccc(Cc2nnc(NC(=O)c3ccccc3F)s2)cc1OC	-12	1	0.1%	-3%	2%	-36	-18%	-6%	?	9	-16%
CC(C)(C)NC(=O)c1cc(NC(=O)c2ccco2)cc(NC(=O)c2ccco2)c1	-2	0	-0.5%	1%	-2%	-13	4%	1%	-1%	11	6%
C#CCSc1nsc(SCC#C)c1C#N	2	3	0.3%	-1%	0%	-31	?	?	?	3	9%
CCn1ncc([N+](=O)[O-])c1C(=O)Nc1cc(C)on1	-4	-3	-0.1%	3%	4%	14	0%	-7%	3%	?	-1%
COCCN(C(=O)C1CCC1)c1c(N)n(CC(C)C)c(=O)[nH]c1=O	13	.	0.0%	.	2%	-11	17%	.	-3%	2	-5%
O=C(CSc1nnc2ccccn12)N1CCOCC1	-2	1	-0.4%	-2%	3%	-8	.	9%	4%	-5	4%
Cc1ccc(CNS(=O)(=O)c2c(C(=O)N3CCCCC3)c(C)n(C)c2C)o1	8	-3	0.3%	0%	1%	18	2%	-7%	-2%	-17	10%
Cc1ccc(N(Cc2cc3ccc(C)cc3[nH]c2=O)C(=O)c2ccco2)c(C)c1	10	-1	-1.0%	-1%	2%	0	5%	1%	4%	40[activator]	-8%
CCOc1ccccc1CNCc1ccc(C(=O)O)cc1	-4	5	-0.1%	13%	0%	-3	5%	-5%	10%	12	9%
Cc1ccc(S(=O)(=O)N2CCCCC2)cc1C(=O)Nc1ccccn1	-10	.	-0.6%	6%	1%	.	-2%	-3%	-1%	20	1%
CCN1C(=O)C(CC(=O)Nc2ccc(OC)cc2)N(Cc2ccc(OC)c(OC)c2)C1=S (configuration not stated)	-8	-2	-1.0%	9%	-1%	1	1%	-5%	1%	16	9%
COc1ccccc1NS(=O)(=O)c1cc(C(=O)NCC(c2cccs2)N2CCOCC2)ccc1C (configuration not stated)	-5	.	0.1%	.	0%	-16	-2%	.	0%	-3	9%
COc1ccc(S(=O)(=O)N2CCn3c2nc2ccccc23)cc1	-1	2	-0.3%	1%	0%	3	-7%	21%	9%	5	3%
Cc1noc(C)c1C(=O)N(C)CC(=O)Nc1ccc(F)c(F)c1F	-3	.	-0.4%	.	-2%	-20	1%	.	?	-3	-23%
COc1ccc(CCNC(=O)CCc2nnc(Cc3ccc4c(c3)OCO4)o2)cc1	-8	.	-0.1%	-1%	-2%	.	-2%	-1%	-3%	-13	-26%
CC(C)NC(=O)C12CC3CC(C1)CC(C(=O)NC(C)C)(C3)C2	16	-2	-0.2%	-1%	7%	-88*	10%	-12%	-1%	-2	-2%
CCCNC(=O)N1CCC(c2ccc3c(c2)OCO3)CC1	1	1	-0.5%	0%	1%	-6	-5%	-4%	-9%	-14	14%
O=c1[nH][nH]c(-c2ccccc2)c1C=Nc1cccc(Cl)c1	9	7	-0.6%	0%	0%	7	3%	0%	-8%	3	-4%
CCCCCC(=O)Nc1nc(C)c(-c2csc(Nc3cc(Cl)ccc3C)n2)s1	3	-1	0.1%	-1%	1%	-17	-9%	1%	4%	31[activator]	-7%
C/C(=N\NC(=O)c1ccc(-c2ccccc2)cc1)c1ccco1	-4	-1	-1.1%	-3%	1%	-11	0%	.	-1%	-5	18%
NC(=O)CN1C(=O)C(=O)N(Cc2ccc(Cl)cc2)C1=O	-4	3	0.1%	-3%	4%	15	-6%	.	?	-10	11%
CCOC(=O)CC(NS(=O)(=O)c1ccc2[nH]cc(C(=O)O)c(=O)c2c1)c1ccc(OCC)c(OC)c1 (configuration not stated)	-3	0	-0.1%	0%	0%	-7	-4%	3%	1%	15	2%
COc1ccc(/C=C/c2c(-c3ccc(OC)cc3)sc3cc(OC)c(OC)cc23)cc1	-12	.	-0.1%	.	0%	-13	10%	.	4%	15	0%
O=C(CCn1nnc2ccccc21)OCC(=O)c1ccc(F)cc1	-9	1	0.1%	-2%	1%	-10	2%	.	-1%	1	-10%
Fc1ccc(-n2cc(CNCCc3cccnc3)c(-c3ccccc3Cl)n2)cc1	70	-11	-0.1%	7%	0%	-74*	-3%	1%	?	-14	-5%
N#C/C(=C(/O)COC(=O)c1ccc2c(c1)OCCO2)c1nc2ccccc2[nH]1	5	-4	-1.5%	-2%	3%	7	4%	0%	-2%	18	5%
CC(=O)Nc1ccc(S(=O)(=O)Oc2cccc(N3C(=O)C4CC=CCC4C3=O)c2)cc1 (configuration not stated)	-3	2	0.5%	-1%	0%	-2	0%	-4%	?	-9	3%

# Further structures follow.
SMILES	KCNH2 WT inh	FBPA coupling cs	B2AR arrestin	GALK inh	USP2a block	KCNH2 3.1 block	uPA surface inh	PKM2 act	Chronic BCR inh	Giardia kill	Eya2 inh
COc1ccc(CN(C)CC(=O)Nc2ccc(Cl)cc2C(F)(F)F)c(OC)c1	0	0	-0.1%	-3%	2%	-2	8%	-5%	1%	-12	0%
Cn1c(=O)oc2cc(S(=O)(=O)N3CCN(c4ccccn4)CC3)ccc21	8	-1	-1.1%	.	3%	-5	2%	-3%	0%	-15	0%
O=C(Nc1ccccc1)c1nc[nH]c1C(=O)NCCCCCCNC(=O)c1[nH]cnc1C(=O)Nc1ccccc1	2	.	-1.2%	.	10%	19	13%	.	-1%	1	0%
CCOC(=O)c1cccc(NC(=O)CSc2nnc(COc3ccccc3C)o2)c1	-1	1	-0.6%	3%	-1%	0	7%	-2%	-1%	-2	12%
Cc1cc(C)c(S(=O)(=O)N(C)CC(=O)NC2CCCC2)c(C)c1	-4	0	-0.5%	1%	2%	9	-7%	5%	10%	-7	7%
Cc1ccc(-c2nnc(Cc3ccc([N+](=O)[O-])cc3)o2)cc1	4	1	-0.1%	1%	0%	3	?	14%	?	-22	6%
CCC(C)[C@H](N)c1cn([C@@H](Cc2cc3ccccc3[nH]2)C(=O)N2CCNCC2)nn1 (some centres not stated)	-252*	2	-0.3%	0%	0%	42	7%	-3%	?	-14	5%
Cc1nnc2n(Cc3ccccc3)c(=O)c3c4c(sc3n12)CCCC4	.	-3	-0.2%	-4%	-3%	.	.	0%	0%	.	20%
Cc1c(NC(=O)C(C)OC(=O)c2cc3c4ccccc4n(C)c3s2)c(=O)n(-c2ccccc2)n1C (configuration not stated)	1	-2	-0.3%	2%	-1%	15	-1%	-1%	9%	24	1%
COc1ccc(OC)c(NC(=O)C2COc3ccccc3O2)c1 (configuration not stated)	1	0	-0.8%	2%	2%	-2	4%	7%	4%	-6	-4%
Cc1cc(C(=O)CCl)c(C)n1CCc1ccc(Cl)cc1	-14	-6	0.8%	-5%	-4%	-3	-16%	0%	?	18	-15%
Cc1cc2nccc(-c3ccco3)n2n1	-5	0	-2.4%	.	0%	-11	0%	-3%	1%	6	4%
COc1ccc(-n2c(-c3ccc(Cl)cc3Cl)n[nH]c2=S)c(OC)c1	-9	-1	9.7%	0%	0%	-1	-1%	1%	-3%	4	-13%
CCOCc1cc(=O)[nH]c(SC)n1	0	2	3.6%	-1%	3%	-2	-12%	-4%	-7%	3	-2%
COC/C=C/C1=CC2=CC(=O)C(C)(OC(=O)c3cnc4ccccc4n3)C(=O)C2=CN1Cc1ccccc1 (configuration not stated)	17	-14&-20	4.0%	4%	0%	3	?	-2%[11.5 µM]	9%	-5	1%
CC1CCN(c2nc3c(c(=O)[nH]c(=O)n3C)n2CC(C)CSc2nnnn2-c2ccccc2)CC1 (configuration not stated)	-2	0	-1.1%	2%	4%	-14	9%	14%	-6%	-10	1%

# From PubChem
